High-throughput results (PubChem BioAssay)
SUMO HTRF inh – blocks human SUMOylation mediated by UBC9; 290,000 compounds, 0.36% hits; inhibition, % at 35 µM; HTRF SUMOylation assay, SAE1/SAE2 + UBC9, in vitro; in the data active = inhibition above about 50%, passing the limit was not always enough; note: strong numbers were not always called active
MEKK2 WT-MEK5 – raises or lowers MEK5 binding to wildtype human MEKK2 PB1 domain; Q9Y2U5; bead flow cytometry, Alexa488-MEK5 binding to MEKK2 WT; actives lie on both sides; binding response (% of control), % at 10 µM; 290,000 compounds, 1.1% hits; AID 1531; in the data active = binding response below about 67% or above about 130%
NS3 helicase inh – HCV NS3 helicase inhibition; NS3 helicase DNA unwinding, Cy5 molecular beacon fluorescence; inhibition, % at 10.9 µM; 290,000 compounds, 0.56% hits; AID 1800;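 active = inhibition above the mean of all tested compounds plus 3 SD, set per campaign, cut at about 35% in these data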;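 note: 0% = DMSO wells and 100% = thioflavine S control wells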
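Assay system: hepatitis C virus NS3 helicase domain fragment enzyme. Also added: annealed dual-labelled DNA beacon duplex, ATP-started. Timing: 1 h reaction at 25 °C, ATP-initiated. Technique: Cy5 fluorescence at 0 and 60 min, beacon hairpin quenching. Evaluation: % inhibition of unwinding. Replication: one well per compound.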
CRFBP-R2 agonist – agonists of human CRF-binding protein/CRF-R2 receptor complex | HEK293 CRF-R2/CRF-BP, calcium dye fluorescence (FLIPR); percent of saturating CRF peptide response | activation, % at 13.2 µM | 350,000 compounds, 0.46% hits;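 active = activation of at least 50%, plus an integration ratio under a set limit after plate pattern correction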;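 note: plate controls were neutral control wells without compound for no effect and CRF at EC100 for full effect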
GalR3 antagonist – antagonists of human GalR3; O60755; HEK293 GalR3-CNG cAMP membrane potential fluorescence; galR3 body fused to GalR1 C-terminus; inhibition, % at 3 µM; 360,000 compounds, 0.44% hits;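 active = inhibition above the screen-wide average plus 3 SD, cut at about 13% in these data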;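 note: forskolin and galanin both at EC90 stimulate the cells; cAMP rise reported by CNG channel membrane potential dye signal; 0% = forskolin plus galanin with DMSO and 100% = forskolin alone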
Target sequence (O60755 1-299 limits assumed): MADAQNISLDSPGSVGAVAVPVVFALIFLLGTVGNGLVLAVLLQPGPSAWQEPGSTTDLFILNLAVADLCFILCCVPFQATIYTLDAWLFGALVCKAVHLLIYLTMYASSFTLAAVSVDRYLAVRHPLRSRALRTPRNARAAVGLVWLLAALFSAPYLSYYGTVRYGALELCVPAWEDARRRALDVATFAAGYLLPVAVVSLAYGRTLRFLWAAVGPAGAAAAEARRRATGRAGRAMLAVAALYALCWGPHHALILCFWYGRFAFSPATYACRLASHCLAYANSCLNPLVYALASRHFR
CRFBP-R2 block – antagonists of CRF-binding protein/CRF-R2 receptor complex. HEK293 CRF-R2/CRF-BP, CRF-induced calcium fluorescence. inhibition, % at 11.8 µM. 350,000 compounds, 0.59% hits;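 active = inhibition of the ligand-induced calcium signal above about 50% at the single tested concentration, limit read from the data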
MEKK2 mut-MEK5 – signal of MEK5 binding to mutant human MEKK2 PB1 domain. 290,000 compounds, 0.35% hits. AID 1530. percent response, % at 10 µM. bead flow cytometry, Alexa488-MEK5 binding to MEKK2 mutant; in the data active = percent response above about 24%, passing the limit was not always enough; note: inactives centre near 1; some results filed as inactive read as strong as hits; reference of the scale not given here
DNA FID counter – counter-screen for HCV NS3 helicase inhibitors: DNA intercalator displacement | DNA fluorescent intercalator displacement, fluorescence | inhibition, % at 7.9 µM | 290,000 compounds, 0.17% hits | AID 1845; in the data active = inhibition above about 37%;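 note: 0% = vehicle and 100% = reference compound; higher means more ethidium bromide displaced from hairpin DNA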
MEKK3 PB1 HTS – modulators (inhibitors or enhancers) of MEK5 binding to human MEKK3 PB1 domain; Q99759; AID 1529; binding response (% of control), % at 10 µM; 290,000 compounds, 1.4% hits; bead-based flow cytometry, Alexa488-MEK5 binding to MEKK3; actives lie on both sides; 0 = blocked by unlabeled MEK5, 100 = vehicle;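 active = binding response more than 3 SD above or below the average of its plate-row segment, actives on both sides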;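 note: Alexa488 bead fluorescence after subtracting the streptavidin-only scavenger bead signal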
Target sequence (Q99759 whole entry, looked up, the tested form may be a part): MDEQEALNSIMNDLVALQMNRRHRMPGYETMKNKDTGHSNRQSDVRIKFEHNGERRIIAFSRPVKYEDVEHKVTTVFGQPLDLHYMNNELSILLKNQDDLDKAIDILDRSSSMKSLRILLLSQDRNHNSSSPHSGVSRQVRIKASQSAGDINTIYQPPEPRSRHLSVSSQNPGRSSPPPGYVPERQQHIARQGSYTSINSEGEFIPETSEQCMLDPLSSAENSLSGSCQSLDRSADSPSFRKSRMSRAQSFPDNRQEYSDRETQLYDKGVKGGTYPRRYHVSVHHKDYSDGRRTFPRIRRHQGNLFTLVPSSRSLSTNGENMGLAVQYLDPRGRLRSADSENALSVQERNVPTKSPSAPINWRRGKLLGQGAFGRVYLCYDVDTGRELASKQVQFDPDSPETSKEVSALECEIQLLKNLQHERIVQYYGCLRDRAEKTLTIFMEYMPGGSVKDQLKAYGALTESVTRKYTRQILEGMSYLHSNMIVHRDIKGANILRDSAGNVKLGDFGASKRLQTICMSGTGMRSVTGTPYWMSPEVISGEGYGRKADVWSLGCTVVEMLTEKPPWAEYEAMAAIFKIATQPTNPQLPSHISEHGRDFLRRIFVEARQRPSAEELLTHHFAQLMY
Active calls of the source: *; nt = not tested or not shown. An excerpt, so the mix of outcomes need not match the whole.

SMILES | SUMO HTRF inh | MEKK2 WT-MEK5 | NS3 helicase inh | CRFBP-R2 agonist | GalR3 antagonist | CRFBP-R2 block | MEKK2 mut-MEK5 | DNA FID counter | MEKK3 PB1 HTS
Cn1cc(C(CC(=O)O)C(=O)O)c2ccccc21 (stereo not drawn) | 10 | 101 | 1 | -0.1 | -7 | 3 | 6 | -5 | 98
CCOc1ccc(C(=O)Nc2nccs2)cc1[N+](=O)[O-] | 11 | 97 | 8 | 1.4 | -2 | -21 | -1 | 4 | 94
O=C(O)CCC(=O)N1N=C(c2ccccc2)CC1c1ccc2nccnc2c1 (stereo not drawn) | 5 | 104 | 3 | -0.3 | -3 | -4 | 0 | -35 | 106
COc1ccc(OC)c(NC(=O)c2cc3c(=O)n4ccccc4nc3n2C)c1 | 15 | 101 | -2 | 2.0 | 2 | -1 | -1 | 2 | 101
COc1ccc(CCNC(=O)C2CCCN(Cc3nc(-c4ccccc4C)oc3C)C2)cc1OC (stereo not drawn) | -7 | nt | -45 | 2.6 | -4 | 3 | nt | 22 | nt
Cn1c(=O)n(CC(=O)O)c(=O)c2c1nc1n2CCCN1CCc1ccccc1 | -10 | 111 | 2 | -0.1 | -6 | 9 | 17 | -34 | 107
C=CCn1c(=N)n(CC(=O)OCC)c2ccccc21 | -36 | nt | -4 | -1.7 | 5 | 18 | nt | 1 | nt
COc1ccc(C2=NN(C(=O)CSc3ncccn3)C(c3cccc(OC)c3OC)C2)cc1 (stereo not drawn) | 0 | -7.0* | -13 | 0.4 | -6 | 19 | -27 | -9 | 87
COc1ccc(NC(=O)CN2CCC(C(=O)c3ccc(F)cc3)CC2)c(OC)c1 | 4 | 109 | -1 | 0.3 | -6 | 10 | 10 | -21 | 105
CC(C)(O)C#Cc1ccc(C(=O)N2CCCC2C(=O)O)s1 (stereo not drawn) | 15 | 103 | -4 | 0.1 | -1 | -11 | 2 | 0 | 100
COc1ccc(-c2[nH]ncc2CN(C)Cc2cccnc2)c(F)c1 | 5 | 102 | 8 | 0.7 | 0 | -9 | -5 | -9 | 108
COC1(OC)C=CC(=O)C=C1NC(=O)c1ccccc1OC(C)=O | nt | 102 | nt | 0.0 | 2 | 104* | 2 | nt | 107
N#Cc1ccc(/C=N/NC(=O)c2cc(-c3cccs3)nc3ccccc23)cc1 | 17 | 103 | -14 | 8.7 | -4 | 0 | 8 | -9 | 101
Cc1ccsc1/C=N/n1cnnc1 | 17 | 105 | 4 | -0.7 | -6 | -6 | 5 | -5 | 103
Cc1ccccc1OCC(=O)N/N=C/c1cn(C)c2ccccc12 | -18 | 106 | -16 | -1.1 | -6 | -17 | 2 | -21 | 107
CC(C)(C)C(=O)Nc1ccc(C(=O)Nc2cccc(Oc3ccc(C(=O)O)c(C(=O)O)c3)c2)cc1 | 14 | 108 | 19 | 1.4 | -12 | 12 | 4 | -31 | 108
c1csc(-c2noc(CN3CCN4CCCC4C3)n2)c1 (stereo not drawn) | 4 | 110 | 6 | 0.1 | 5 | 5 | 3 | 0 | 103
Cc1ccc(NC(=O)CCn2cnc3ccccc3c2=O)c(C)c1 | 2 | 99 | 3 | -1.3 | -5 | 2 | -5 | -1 | 100
CCOC(=O)c1oc2nc(C(C)C)c3c(c2c1N)CCC3 | 28 | 98 | 0 | -0.9 | 0 | 9 | -1 | -14 | 97
Cc1ccc(Oc2ccc(Cl)cc2N)cc1 | -45 | 88 | -8 | -3.7 | -2 | 22 | -12 | -1 | 97
O=C(O)c1cncc(C#CCC2CCCCC2)c1 | 20 | 95 | 32 | -0.6 | -2 | 4 | -6 | -25 | 98
O=C(CCC1CCCN(C(=O)C2=CCCC2)C1)N1CCN(c2ccccn2)CC1 (stereo not drawn) | 10 | 102 | 8 | -0.8 | -2 | 16 | -6 | -46 | 106
O=C(NCc1ccccc1)c1cc(S(=O)(=O)N2CCCCC2)ccc1N1CCOCC1 | 23 | 101 | 2 | -1.8 | -4 | -12 | -4 | -36 | 109
O=C1N/C(=N/N=C/c2ccc(O)cc2)SC1Cc1ccccc1 (stereo not drawn) | 16 | 100 | -2 | -0.1 | -4 | 3 | -1 | -5 | 99
CCc1ccc(C(=O)NNc2ccc(F)cc2F)cc1 | 10 | 92 | -5 | -2.3 | -4 | 13 | -29 | -4 | 88

One compound at a time, as listed above:
Profile of `CCc1ccc(C(=O)NNc2ccc(F)cc2F)cc1` = SUMO HTRF inh: 10; MEKK2 WT-MEK5: 92; NS3 helicase inh: -5; CRFBP-R2 agonist: -2.3; GalR3 antagonist: -4; CRFBP-R2 block: 13; MEKK2 mut-MEK5: -29; DNA FID counter: -4; MEKK3 PB1 HTS: 88
Profile of `COc1ccc(-c2[nH]ncc2CN(C)Cc2cccnc2)c(F)c1` = SUMO HTRF inh: 5; MEKK2 WT-MEK5: 102; NS3 helicase inh: 8; CRFBP-R2 agonist: 0.7; GalR3 antagonist: 0; CRFBP-R2 block: -9; MEKK2 mut-MEK5: -5; DNA FID counter: -9; MEKK3 PB1 HTS: 108

Look-ups from the list.
Cn1c(=O)n(CC(=O)O)c(=O)c2c1nc1n2CCCN1CCc1ccccc1 @ NS3 helicase inh: 2
N#Cc1ccc(/C=N/NC(=O)c2cc(-c3cccs3)nc3ccccc23)cc1 @ CRFBP-R2 block: 0
CC(C)(O)C#Cc1ccc(C(=O)N2CCCC2C(=O)O)s1 (stereo not drawn) @ SUMO HTRF inh: 15
O=C(CCC1CCCN(C(=O)C2=CCCC2)C1)N1CCN(c2ccccn2)CC1 (stereo not drawn) @ CRFBP-R2 block: 16
COc1ccc(OC)c(NC(=O)c2cc3c(=O)n4ccccc4nc3n2C)c1 @ CRFBP-R2 block: -1

Back to the main list, repeating the two entries before the break.
SMILES | SUMO HTRF inh | MEKK2 WT-MEK5 | NS3 helicase inh | CRFBP-R2 agonist | GalR3 antagonist | CRFBP-R2 block | MEKK2 mut-MEK5 | DNA FID counter | MEKK3 PB1 HTS
O=C1N/C(=N/N=C/c2ccc(O)cc2)SC1Cc1ccccc1 (stereo not drawn) | 16 | 100 | -2 | -0.1 | -4 | 3 | -1 | -5 | 99
CCc1ccc(C(=O)NNc2ccc(F)cc2F)cc1 | 10 | 92 | -5 | -2.3 | -4 | 13 | -29 | -4 | 88
COc1ccc(CSCC(=O)Nc2ccc(S(=O)(=O)N3CCCCCC3)cc2)cc1 | -13 | 93 | -11 | 1.4 | -2 | -39 | 3 | -13 | 94
c1coc(-c2nnc3sc(C4CCCCC4)nn23)c1 | 18 | 84 | 5 | 0.3 | -2 | 1 | -8 | -5 | 88
CCOc1ccccc1OCCCC(=O)OCC(=O)Nc1cccc(Cl)c1 | -8 | 114 | -11 | 0.5 | -5 | -3 | 18 | -21 | 101
CCOC(=O)c1ccc(NC(=O)CNS(=O)(=O)c2ccccc2)cc1 | 22 | 107 | -4 | 2.4 | 3 | -25 | 8 | -8 | 106
CCOC(=O)N/N=C/c1cc(C)n(-c2cccc3ccccc23)c1C | 9 | 100 | 3 | -0.1 | -2 | -17 | 0 | -9 | 123
COc1ccc(N2C(=O)C(CC(=O)O)S/C2=N\N=C\c2cccs2)cc1 (stereo not drawn) | 10 | 106 | 14 | 0.3 | -12 | -5 | 1 | -34 | 107
O=[N+]([O-])c1cccc(S(=O)(=O)N2CCN(S(=O)(=O)N3CCCCCC3)CC2)c1 | -1 | 100 | 2 | 0.9 | -7 | -5 | 1 | -3 | 100
O=C(c1cnc2sccn2c1=O)N(Cc1ccccc1)c1ccccn1 | 12 | 111 | -1 | 5.2 | nt | -14 | 6 | 0 | 111
CN(C)C(=O)c1ccccc1NC(=O)Cc1cccc2ccccc12 | 11 | 99 | -2 | -2.5 | -13 | -6 | -1 | -4 | 95
CCc1nc(N2CCC(C)CC2)c2oc3ccccc3c2n1 | -1 | 101 | 0 | -1.7 | -9 | -42 | 3 | -2 | 102
CN1CCN(c2ccc(CNS(=O)(=O)c3cccc(F)c3)cc2)CC1 | 5 | 100 | 4 | 1.3 | -2 | -4 | 2 | 2 | 99
CCCS(=O)(=O)N1CCC(C(=O)NCCCOC)CC1 | 0 | 103 | -3 | -0.5 | -4 | 8 | 1 | 1 | 102
CS(=O)(=O)c1ccc2nc(NC(NC(=O)c3ccco3)(C(F)(F)F)C(F)(F)F)sc2c1 | -2 | nt | 16 | -1.6 | -6 | -1 | nt | -7 | nt
Cc1cc(NS(=O)(=O)c2ccc(NC(=S)NC(=O)c3ccc(F)cc3Cl)cc2)no1 | 1 | 104 | 17 | 0.9 | -7 | -18 | 0 | -39 | 101
Cc1cc(C)n(C(=O)c2ccc(C)c(S(=O)(=O)N3CCOCC3)c2)n1 | -1 | 106 | 5 | -2.3 | -1 | 16 | 8 | 2 | 103
O=C(Nc1ccccc1Cl)c1ccc(-c2ccccn2)s1 | 15 | 94 | -6 | 1.7 | -6 | 9 | -3 | -8 | 98
O=C(NC(NC(=S)Nc1ccccc1)C(Cl)(Cl)Cl)c1cccc(Cl)c1 (stereo not drawn) | -7 | 122 | 5 | -0.7 | -6 | 26 | 9 | 0 | 103
CC(C)c1ccccc1NC(=O)COC(=O)C1(C)CC1(Cl)Cl (stereo not drawn) | 6 | 83 | 8 | -2.2 | -6 | -5 | -12 | -21 | 92
NS(=O)(=O)c1ccc(CCNC(=O)NC2(C(F)(F)F)Oc3ccccc3O2)cc1 | -7 | 96 | 10 | 1.2 | -9 | -15 | -1 | -2 | 101
CCNC(=O)CSc1nnc(-c2ccccc2)n1-c1ccc(OCC)cc1 | 8 | 102 | 4 | -3.6 | -5 | -5 | 6 | -28 | 102
COc1ccc(CC2=CC(=O)c3ccccc3C2=O)cc1 | 27 | 108 | 2 | 1.3 | -12 | -6 | 6 | 0 | 104
COC(=O)c1ccc(NC(=S)NCCc2ccccc2C)cc1 | -4 | 103 | -4 | 8.6 | -2 | -2 | 1 | -15 | 103
Cc1[nH]c2ccccc2c1/C=N/NC(=O)CNC(=O)Cc1ccccc1 | 14 | 100 | 14 | -0.5 | -7 | 10 | 0 | 6 | 98
O=C(O)c1ccccc1CSc1nc2ccccc2n1Cc1ccccc1C(=O)O | 12 | 106 | -2 | -0.8 | -5 | 0 | 13 | -6 | 104
COc1ccc(N(CC(=O)NCc2ccccc2Cl)S(=O)(=O)c2c(C)n[nH]c2C)cc1 | 0 | 101 | 4 | 0.1 | 5 | -3 | 3 | -28 | 102
CC(C)C(=O)NC(=S)Nc1ccc(CN2CCOCC2)cc1 | 18 | 99 | -10 | -0.7 | -4 | 1 | -5 | -3 | 100
CCN1C(=O)/C(=C/c2cnn(CC)c2C)SC1=S | 6 | 102 | 6 | 0.3 | -7 | 10 | -2 | -2 | 101
